# Screening data deposited in PubChem BioAssay by The Scripps Research Institute Molecular Screening Center.
# PLCb3 inh = inhibitors of human phospholipase C beta3; inhibition, % at 12.2 µM; 370,000 tested, 0.18% active; Q01970; AID 720704; Purified PLC-beta3, fluorogenic substrate, fluorescence; in the data active means inhibition above about 11%;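 further: 0% = median of compound wells on plate and 100% = full blocker control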
# ASAP1 inh = inhibitors of human ASAP1 ArfGAP activity; 360,000 tested, 0.19% active; ASAP1-stimulated ARF1 GTP hydrolysis, GDP FP detection; AID 624377; inhibition, % at 16.5 µM; Q9ULH1; in the data active means inhibition above about 25%;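 further: 0% = vehicle with enzyme and substrate and 100% = no enzyme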
# ADAM10 inh = inhibitors of human ADAM10 | O14672 | recombinant ADAM10, EDANS/DABCYL FRET peptide cleavage, 3 h | inhibition, % at 7 µM | 370,000 tested, 0.62% active | AID 720582;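 active means inhibition above a per-campaign cutoff equal to the mean of compounds falling between control-based bounds plus 3 SD, cut at about 20% in these data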;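 further: 0% = DMSO wells while the 100% control is not disclosed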
# ARFGAP1 inh = inhibitors of rat ARFGAP1; 360,000 tested, 0.26% active; inhibition, % at 16.5 µM; Q62848; AID 651572; Arfgap1-stimulated ARF1 GTP hydrolysis, GDP FP detection;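 active means inhibition above a per-plate limit, mean inhibition of low control wells plus 3 SD, cut at about 25% in these data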;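 further: 0% = DMSO wells with enzyme and 100% = wells lacking Arfgap1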
#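 Repeats: one replicate per compound; assay system: rat Arfgap1 catalytic domain, aa 1-136; times: enzyme reaction 120 min at 25 °C after 20 min preincubation; detection: FP of antibody-bound GDP Alexa 633 tracer, ex 620/em 688 nm; benchmarks: high control wells lacking Arfgap1, low control full reaction with DMSO; reagent: human ARF1(Δ1-17)-GTP substrate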
# SIAE inh = inhibitors of human sialic acid acetylesterase SIAE | inhibition, % at 9.66 µM | 370,000 tested, 0.69% active | SIAE FP-Rh probe binding, fluorescence polarization | Q9HAT2;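 active means inhibition above a cutoff: mean of compounds within the control limits plus 3 SD of those, cut at about 17% in these data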;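 further: 0% = plate median of compound wells and 100% = probe without SIAE protein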
# Target sequence (Q9HAT2 whole entry, looked up): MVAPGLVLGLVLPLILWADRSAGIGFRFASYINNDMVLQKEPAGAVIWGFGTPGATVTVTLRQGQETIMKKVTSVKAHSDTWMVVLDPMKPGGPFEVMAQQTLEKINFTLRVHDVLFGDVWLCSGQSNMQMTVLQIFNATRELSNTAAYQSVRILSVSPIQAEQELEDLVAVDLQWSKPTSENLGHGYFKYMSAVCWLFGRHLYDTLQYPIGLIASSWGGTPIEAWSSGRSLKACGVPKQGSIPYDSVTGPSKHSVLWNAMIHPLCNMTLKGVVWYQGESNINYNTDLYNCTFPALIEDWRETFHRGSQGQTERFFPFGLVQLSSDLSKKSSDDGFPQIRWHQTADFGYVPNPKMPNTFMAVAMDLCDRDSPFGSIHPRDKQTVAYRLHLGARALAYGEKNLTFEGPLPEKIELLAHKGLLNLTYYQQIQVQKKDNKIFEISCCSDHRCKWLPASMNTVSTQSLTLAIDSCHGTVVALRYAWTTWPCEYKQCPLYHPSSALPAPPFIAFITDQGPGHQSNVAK
# Tn6 DDE FP = disrupts Tn6 cyclic peptide binding to fibrin D-Dimer-E complex; Fibrin DD(E) TRITC-Tn6 fluorescence polarization displacement; inhibition, % at 8.3 µM; 370,000 tested, 0.21% active;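 active means inhibition above a per-campaign cutoff: mean of compounds within control limits plus 3 SD, cut at about 15% in these data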;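 further: 0% = median of all compound wells on the plate and 100% = blocking peptide control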
# PLC-gamma1 inh = inhibitors of human phospholipase C gamma1; inhibition, % at 12.2 µM; AID 720700; purified PLC-gamma1, fluorogenic substrate, fluorescence; 370,000 tested, 0.84% active; P19174; in the data active means inhibition above about 9.5%
# ADAM17 inh = inhibits human ADAM17 | P78536 | recombinant ADAM17, EDANS/DABCYL FRET peptide cleavage | inhibition, % at 6.95 µM | 370,000 tested, 0.83% active | AID 720648;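 active means inhibition above the mean of compounds lying between control limits plus 3 SD, set per campaign, cut at about 8.5% in these data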;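 further: 0% = DMSO-only wells as the low control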
# Target sequence (P78536 215-824 limits assumed): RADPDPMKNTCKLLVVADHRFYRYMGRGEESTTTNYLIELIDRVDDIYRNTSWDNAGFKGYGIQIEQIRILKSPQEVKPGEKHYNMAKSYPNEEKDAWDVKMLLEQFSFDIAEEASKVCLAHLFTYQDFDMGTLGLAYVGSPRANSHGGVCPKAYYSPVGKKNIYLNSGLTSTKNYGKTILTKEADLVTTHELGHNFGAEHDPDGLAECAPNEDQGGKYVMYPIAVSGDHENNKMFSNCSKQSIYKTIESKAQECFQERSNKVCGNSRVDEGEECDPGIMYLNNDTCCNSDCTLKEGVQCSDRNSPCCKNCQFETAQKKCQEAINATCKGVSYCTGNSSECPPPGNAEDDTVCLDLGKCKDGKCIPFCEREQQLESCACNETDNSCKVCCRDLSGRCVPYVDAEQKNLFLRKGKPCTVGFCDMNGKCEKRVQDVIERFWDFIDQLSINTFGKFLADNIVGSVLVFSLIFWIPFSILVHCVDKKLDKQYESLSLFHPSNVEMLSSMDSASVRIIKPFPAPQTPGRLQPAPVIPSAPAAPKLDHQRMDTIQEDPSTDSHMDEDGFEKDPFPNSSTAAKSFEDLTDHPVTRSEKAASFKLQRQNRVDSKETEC
# Tn7 DDE FP = disrupts Tn7 cyclic peptide binding to fibrin D-Dimer-E complex; AID 720508; FP displacement of FITC-Tn7 peptide from fibrin DD(E); 0% = median of compound wells per plate; 370,000 tested, 0.13% active; inhibition, % at 8.3 µM;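 active means inhibition above the mean of compounds falling within the control limits plus 3 SD of them, cut at about 14% in these data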;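 further: 0% = plate median of compound wells and 100% = 10 µM Aha-Tn7 peptide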
#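 Assay system: Human clot-derived fibrin DD(E) complex | Buffer or medium: Tris/NaCl/CaCl2 buffer, pH 7.8 | Repeats: One replicate per compound | Benchmarks: Aha-Tn7 high control | Measure: % inhibition scaled between sample-field median and high-control FP | Schedule: 10 min plus 3 h, room temperature | Signal: Fluorescence polarization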
# TDP2 absorb = blocks human TDP2 phosphodiesterase activity | O95551 | recombinant TDP2, T5PNP hydrolysis, p-nitrophenol absorbance 415 nm | inhibition, % at 12.8 µM | 370,000 tested, 0.34% active;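 active means inhibition above the mean of all tested compounds plus 3 SD, set per campaign, cut at about 25% in these data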;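 further: 0% = DMSO with enzyme and 100% = buffer with substrate but no TDP2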
#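 Test system: Human TDP2 enzyme | Reagent: 5 mM T5PNP | Compound dosing: 12.8 µM single point, 1% DMSO | Incubation: Enzyme reaction with compound for 2 h at 37 °C | Technique: p-Nitrophenol epi absorbance | Read-out: % inhibition relative to enzyme-containing and enzyme-free wells | Benchmarks: High control without enzyme, low control DMSO plus TDP2 | Replicates: Singlicate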
# Active calls of the source: *.
SMILES,PLCb3 inh,ASAP1 inh,ADAM10 inh,ARFGAP1 inh,SIAE inh,Tn6 DDE FP,PLC-gamma1 inh,ADAM17 inh,Tn7 DDE FP,TDP2 absorb
COC(=O)C(Cc1ccccc1)NC(=O)c1cc(=O)[nH]c2ccccc12 (stereo not given),-60.8,-14.5,-120.2,6.9,-9.8,-5.2,-50.3,-45.5,1.7,-5.4
CCOC(=O)C(Cc1ccc(O)cc1)Nc1nc2ccccc2o1 (stereo not given),5.0,-8.7,4.6,-4.7,-8.9,-3.2,4.5,-0.1,-4.4,-21.1
CC1CCN(C(=O)c2ccc(N3CCOCC3)c([N+](=O)[O-])c2)CC1,-9.4,1.4,-6.4,-18.2,0.0,2.6,-0.8,0.2,0.3,-0.9
Cc1[nH]c2ccccc2c1C(=O)C(C)OC(=O)c1ccc([N+](=O)[O-])o1 (stereo not given),-7.4,5.9,0.3,-2.1,-10.1,4.5,-2.9,-0.2,2.4,4.2
COc1ccc(/C(C)=N/N=C(\C)c2ccc(OC)cc2OC)c(OC)c1,3.5,3.3,-3.4,-3.7,9.7,4.8,1.0,-1.1,-3.4,2.9
CCOC(=O)c1sc(NC(=O)CSc2nc(C)cc(C)n2)c(C#N)c1C,-0.2,3.2,-4.6,-8.3,-7.8,8.1,-2.1,-2.4,-0.7,8.2
COc1ccccc1-n1cnc2cc(NCc3ccccc3O)ccc21,-21.2,-5.7,-4.0,6.3,11.7,-31.3,-9.1,-2.1,-218.7,-2.1
Fc1cc(Cl)c(OCc2noc(-c3ccsc3)n2)c(Cl)c1,-1.1,-0.5,-4.3,7.3,0.6,2.5,1.5,-2.6,-2.8,4.2
COc1ccc(NC(=O)C(F)(F)F)cc1OC,0.5,0.4,3.2,7.7,2.4,2.2,0.2,-3.5,0.6,15.3
Cc1ccc(C(=O)N2CCN(c3ccc(NC(=S)NC(=O)Cc4ccccc4)cc3)CC2)cc1,-2.3,7.0,13.8,-8.4,3.0,8.9,6.8,7.3,-2.8,-0.6
CCC1C(=O)c2ccccc2N(C)C1=O (stereo not given),-15.8,-1.4,-74.5,-8.4,6.5,2.5,-19.4,-28.4,8.7,6.7
COc1ccc(CN2CCSCC2)cc1C,1.7,-9.5,-6.2,7.6,2.5,2.5,4.9,-0.5,-5.6,1.8
COC(=O)C(NC(=O)c1ccccc1)=C1C=C(C)OC(C)=C1,3.0,-2.9,-0.8,1.0,18.4*,-1.8,4.1,-2.9,-0.6,14.5
COc1ccccc1CCc1nnc(CCC(=O)N(C)Cc2cccc3ncccc23)o1,-7.8,15.3,8.8,1.6,0.3,4.1,1.4,-3.0,13.5,0.6
COc1ccc(S(=O)(=O)NC(C)C(=O)Nc2ccc3c(c2)OCO3)cc1OC (stereo not given),-5.9,-3.8,-5.1,2.5,-2.0,9.5,1.4,-4.1,2.5,-3.8
COc1ccc(C(=O)c2[nH]c(N)c(C(=O)NCCc3c[nH]c4ccccc34)c2-c2ccc(C(F)(F)F)cc2)cc1,-11.6,-7.0,-2.3,-2.6,-0.1,-0.3,-7.3,-0.8,4.8,3.1
CCOC(=O)[C@]12CCC=C1N(Cc1ccc(Cl)cc1Cl)C(=O)[C@H](CC(=O)NCc1ccc(C)o1)C2,-6.5,6.1,2.4,-5.4,-4.5,-12.4,2.2,2.7,4.7,-9.0
CC(NC(=O)c1ccccc1Cl)C(=O)N1CCN(Cc2ccc3c(c2)OCO3)CC1 (stereo not given),-3.1,16.3,-13.1,2.5,-2.6,4.1,-2.9,-1.5,-3.1,5.5
O=C(NCc1ccc(Cl)cc1)c1cc2ccccn2n1,-3.8,-10.6,-21.4,-6.6,53.9*,-2.2,0.2,-3.1,2.1,-1.1
C[C@H](O)[C@@H]1C(=O)N2CCc3c([nH]c4c(-c5ccc6c(c5)OCO6)cccc34)[C@@H]2C[C@@H]1N(C)C(=O)c1ccco1,-5.3,-3.7,-13.4,1.7,0.6,5.5,-5.0,-5.6,-1.9,1.2
CC1(C)CC(NC(=O)c2cc(COc3cccc(C(F)(F)F)c3)on2)CCO1 (stereo not given),-8.2,1.0,-3.5,-5.0,-1.5,3.1,1.5,4.1,-2.5,-3.7
COc1cccc(N(C(=O)Cn2nnc(-c3cccs3)n2)C(C(=O)NC(C)C)c2ccc(C)o2)c1 (stereo not given),-0.4,-1.2,0.9,-1.6,2.6,4.2,2.8,-3.9,3.1,2.8
CC(=O)NC(c1cccc(F)c1)c1nc(-c2cc3ccccc3o2)cs1 (stereo not given),0.0,-9.5,0.7,-1.9,-2.1,0.3,7.9,1.7,-4.9,-17.6
O=C(Cn1ccc(NC(=O)OCc2ccccc2)nc1=O)NCCCn1ccnc1,2.7,-0.9,0.1,3.1,1.2,-4.6,0.8,1.0,-7.9,-12.3
Cc1cc2nc3n(c2cc1C)CC1CC(C(=O)NCc2cccc(C(F)(F)F)c2)N(C)C31 (stereo not given),-1.4,-0.9,-4.5,11.1,-3.1,1.9,-2.5,-3.6,-5.7,17.2
COc1cccc(-c2cnc3c(NC(C)=O)cc(-c4ccc(OC)c(OC)c4)cn23)c1,-135.1,4.1,-55.3,-10.7,-6.4,-0.6,-97.3,-20.9,5.0,-1.7
CC1=[N+](C)N(c2ccccc2)C(=O)C1N=C/C=C/c1ccccc1 (stereo not given),-5.1,-0.3,-2.7,11.2,5.2,7.3,-1.5,-0.1,-7.4,-17.2
Cc1cc2nnc(SCc3ccccc3)n2c(N)n1,6.3,2.1,7.7,-4.5,-1.2,-12.2,1.7,0.4,4.3,-12.4
CCOC(=O)CN(C(=O)CSc1nnc2c(n1)[nH]c1ccccc12)c1ccccc1,1.0,-6.3,-3.0,10.3,23.0*,4.6,0.7,-5.3,1.5,-2.8
COc1ccccc1NC(=O)C1=C(C)Nc2nnnn2C1c1ccncc1 (stereo not given),1.6,7.0,-0.5,-6.1,3.9,-1.6,6.9,-4.5,-1.7,3.9
O=C(Nc1ccc(F)cc1)Nc1cc(OCC(F)(F)F)cc(OCC(F)(F)F)c1,1.5,15.1,4.0,17.2,-28.8,-3.2,-2.0,5.4,-3.9,-9.4
CCOC(=O)N1CCN(S(=O)(=O)c2ccc(OCC)cc2)CC1,-2.5,2.1,2.9,-0.1,0.7,-11.0,3.9,-7.8,3.7,-16.5
CC(OC(=O)c1cccc(S(=O)(=O)N2CCOCC2)c1)C(=O)NC1CCCCC1C (stereo not given),-3.8,-11.0,-10.2,4.4,1.1,-5.8,-0.6,-2.4,-2.6,6.1
CCN(CC(=O)NCc1cccs1)C(=O)c1cccc(S(=O)(=O)N2CC(C)OC(C)C2)c1 (stereo not given),-4.2,-5.3,6.2,-8.1,4.2,0.5,2.2,-2.2,8.1,-8.0
O=C1CC2(CCN(C(=O)c3cccc([N+](=O)[O-])c3)CC2)Oc2ccccc21,-12.9,8.3,-63.4,0.1,-1.3,2.9,-6.2,-19.7,-0.6,15.3
COc1ccccc1NC(=O)C1=C(C)Nc2ncnn2C1c1ccc(C)o1 (stereo not given),-1.0,8.0,-5.8,-6.5,3.2,4.5,-2.7,-1.9,1.5,3.2
COc1cc(N=Cc2c(CO)cnc(C)c2O)cc(OC)c1OC,-116.6,-1.3,-390.8,-13.9,7.3,8.8,-98.8,-165.0,1.8,13.4
CCCCCCC(=O)Nc1nnc(CC)s1,-1.0,1.6,-4.1,-0.2,-8.2,5.8,4.7,-1.6,-3.6,-9.0
CCCN(CCC)C(=O)C[n+]1cccc(/C=N/O)c1,-4.6,3.0,-4.2,6.5,-5.3,2.2,-4.7,-6.2,0.9,-8.6
COc1ccc(-c2csc(NC(=O)c3c(C)noc3C)n2)cc1,-6.4,7.9,-15.2,3.5,-11.5,-6.5,-4.6,-1.7,10.9,-10.8
C=CCOc1c(Br)cc(/C=N\n2nnnc2N)cc1OC,-11.7,19.0,-23.2,7.7,1.2,3.0,-12.8,-4.1,0.2,-2.3
COc1ccc(-n2c(C)nc3c(cnn3-c3ccc(C)cc3)c2=O)cc1,0.7,2.3,2.0,14.1,-4.0,3.5,-2.4,-1.3,-5.9,11.0
COc1ccc(F)cc1C(=O)C1CCCN(Cc2ccc(Sc3nncn3C)o2)C1 (stereo not given),-11.0,-10.1,-21.5,-0.1,1.7,0.1,-4.8,-4.0,-5.1,-19.3
Cc1nonc1C(=O)N/N=C/c1ccc(O)cc1,2.5,0.2,3.8,-0.4,5.8,-2.9,3.6,-0.8,4.8,-3.1
COc1cc(/C=C2\N=C(c3ccccc3)OC2=O)ccc1OCc1c(C)no[n+]1[O-],7.9,1.2,0.7,4.7,1.5,-1.9,2.8,-0.2,-8.5,-11.6

# Only Tn7 DDE FP (4 entries from above):
Compound,Tn7 DDE FP
CC(OC(=O)c1cccc(S(=O)(=O)N2CCOCC2)c1)C(=O)NC1CCCCC1C (stereo not given),-2.6
CCN(CC(=O)NCc1cccs1)C(=O)c1cccc(S(=O)(=O)N2CC(C)OC(C)C2)c1 (stereo not given),8.1
O=C1CC2(CCN(C(=O)c3cccc([N+](=O)[O-])c3)CC2)Oc2ccccc21,-0.6
COc1ccccc1NC(=O)C1=C(C)Nc2ncnn2C1c1ccc(C)o1 (stereo not given),1.5

# Remaining list, next part
SMILES,PLCb3 inh,ASAP1 inh,ADAM10 inh,ARFGAP1 inh,SIAE inh,Tn6 DDE FP,PLC-gamma1 inh,ADAM17 inh,Tn7 DDE FP,TDP2 absorb
O=C(NCc1ccccc1)c1nc(-c2cccs2)no1,3.6,0.9,14.9,-2.1,-0.6,-4.3,3.0,2.6,-6.2,-12.0
CCN1CCN(CCC2Oc3cc([N+](=O)[O-])ccc3NC2=O)CC1 (stereo not given),-7.9,6.7,-0.8,-6.4,3.3,-2.6,0.7,-6.1,1.7,0.7
Nc1cccc(-n2nnnc2CN2CCOCC2)c1,0.2,-7.6,7.7,-5.4,7.2,0.1,0.0,2.1,-4.0,11.2
O=C(O)COc1ccc(C(NC(=O)c2c(F)cccc2F)NC(=O)c2c(F)cccc2F)cc1,-1.5,1.3,-13.6,-11.4,-1.8,4.5,1.7,-1.4,3.5,2.1

# Exported with tabs: two of the compounds above.
smiles	PLCb3 inh	ASAP1 inh	ADAM10 inh	ARFGAP1 inh	SIAE inh	Tn6 DDE FP	PLC-gamma1 inh	ADAM17 inh	Tn7 DDE FP	TDP2 absorb
Cc1cc2nnc(SCc3ccccc3)n2c(N)n1	6.3	2.1	7.7	-4.5	-1.2	-12.2	1.7	0.4	4.3	-12.4
CCOC(=O)CN(C(=O)CSc1nnc2c(n1)[nH]c1ccccc12)c1ccccc1	1.0	-6.3	-3.0	10.3	23.0*	4.6	0.7	-5.3	1.5	-2.8
